Screens (PubChem BioAssay)
OPRM1-OPRD1 ag: agonists of OPRM1-OPRD1 heterodimerization, primary screen, cell-based, luminescence; Mu-type opioid receptor (Homo sapiens) + Delta-type opioid receptor (Homo sapiens), …; cells; activation, % at 9.3 µM; hit rate 0.3% among 340,000; in the data active = activation above about 18%;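 note: 0% = vehicle-treated cells and 100% = reference agonist; values of inactives mirror those of a sister screen read the other way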
HTR5A ag: HTR5A agonists in luminescence cell assay, primary screen, counter-screen for OPRM1-OPRD1 heterodimer agonist project, full-deck HTS; 5-hydroxytryptamine receptor 5A (Homo sapiens), P47898; cell-based; hit rate 0.61% among 340,000; activation, % at 9.3 µM; AID 504692, 2011; in the data active = activation mostly above about 9.5%, no sharp cut-off; inactive = mostly below about 7.6%;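 note: 0% = cells with vehicle only and 100% = reference agonist; strong numbers were not always called active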
Target sequence (P47898 whole entry, looked up): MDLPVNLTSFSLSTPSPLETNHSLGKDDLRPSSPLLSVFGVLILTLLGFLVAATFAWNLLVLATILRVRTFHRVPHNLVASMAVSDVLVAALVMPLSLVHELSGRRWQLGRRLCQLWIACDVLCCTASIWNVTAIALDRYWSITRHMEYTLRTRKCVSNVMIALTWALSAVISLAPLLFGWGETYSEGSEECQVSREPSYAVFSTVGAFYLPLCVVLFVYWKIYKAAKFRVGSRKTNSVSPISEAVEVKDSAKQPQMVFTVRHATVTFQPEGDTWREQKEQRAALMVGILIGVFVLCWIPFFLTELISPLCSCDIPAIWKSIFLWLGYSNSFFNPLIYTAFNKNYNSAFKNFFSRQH
DSG3 Ab inh: inhibitors of pemphigus antibody binding to DSG3, primary screen, biochemical, bead-based, flow cytometry, scFv-GFP | Desmoglein-3 (Homo sapiens), P32926 | DSG3-coupled beads, scFv-anti-DSG3-GFP binding; stronger effect = lower value | binding (percent of control), % at 10 µM | hit rate 0.48% among 310,000;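 active = binding more than 3 SD below its plate's average and above zero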; note: some compounds called inactive have numbers as strong as hits
OPRM1-OPRD1 inv: inverse agonists of MOR-DOR heterodimerization, primary screen, cell-based, luminescence; Mu-type opioid receptor (Homo sapiens) + Delta-type opioid receptor (Homo sapiens), …; cell-based MOR-DOR heterodimer luminescence, inverse agonism; inhibition, % at 9.3 µM; hit rate 0.21% among 340,000; in the data active = inhibition above about 22%, passing the limit was not always enough;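 note: 0% = cells with DMSO and 100% = wells without cells with DMSO; values of inactives mirror those of a sister screen read the other way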
Arrestin-AP2 inh: inhibitors of beta-arrestin/AP2 binding, primary screen, biochemical, GPCR trafficking, flow cytometry; FITC-arrestin peptide / GST-AP2 beads; AP2 beta2 appendage carries R879A mutation; AID 504490, 2011; hit rate 0.31% among 340,000; beta-arrestin 1 C-terminal peptide binding to AP2 beta2-adaptin appendage (human); inhibition, % at 10 µM;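 active = inhibition above a set limit, near 3 SD of compounds lacking own fluorescence, cut at about 54% in these data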;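 note: plate controls were DMSO wells for no effect and 5 µM unlabelled arrestin peptide for full effect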
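Material – GST-tagged AP2 beta2-adaptin appendage (R879A) on 4 µm glutathione beads · Probe or stimulus – fluorescein-tagged arrestin peptide at 50 nM final · Timing – 12 min plus 1 h, RT · Detection – bead flow cytometry, FITC channel · Read-out basis – inhibition as reduced fluorescein signal on beads, percent · Medium – PBS plus Tween 20 (0.05%) and BSA (0.1%)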
DAGLB inhibitor: DAGLB lipase inhibitors, primary screen, biochemical, fluorescence, HTS. AID 504411, 2011. hit rate 0.059% among 340,000. HEK293T DAGLB membrane lysate, EnzChek fluorogenic substrate. inhibition, % at 5.17 µM. Diacylglycerol lipase-beta (Homo sapiens), Q8NCG7; in the data active = inhibition above about 34%;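 note: 0% = enzyme with vehicle and 100% = wells lacking enzyme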
Target sequence (Q8NCG7 whole entry, looked up): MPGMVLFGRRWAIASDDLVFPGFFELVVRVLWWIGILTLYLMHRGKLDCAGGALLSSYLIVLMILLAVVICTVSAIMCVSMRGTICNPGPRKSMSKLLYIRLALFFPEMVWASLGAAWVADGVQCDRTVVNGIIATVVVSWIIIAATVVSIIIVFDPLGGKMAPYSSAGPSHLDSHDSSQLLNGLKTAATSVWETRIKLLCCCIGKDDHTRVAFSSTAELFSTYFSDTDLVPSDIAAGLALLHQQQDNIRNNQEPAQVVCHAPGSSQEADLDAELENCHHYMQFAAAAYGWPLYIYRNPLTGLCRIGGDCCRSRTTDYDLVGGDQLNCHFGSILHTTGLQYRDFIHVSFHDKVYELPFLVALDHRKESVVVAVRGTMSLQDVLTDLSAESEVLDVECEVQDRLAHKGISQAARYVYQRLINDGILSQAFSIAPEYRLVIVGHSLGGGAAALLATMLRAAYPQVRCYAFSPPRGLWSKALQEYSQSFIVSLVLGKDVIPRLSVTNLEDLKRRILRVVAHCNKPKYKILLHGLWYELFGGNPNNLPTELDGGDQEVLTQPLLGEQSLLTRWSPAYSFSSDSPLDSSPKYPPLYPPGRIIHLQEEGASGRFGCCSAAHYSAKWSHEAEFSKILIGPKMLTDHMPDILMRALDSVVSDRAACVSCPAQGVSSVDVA
HTR5A inv ag: HTR5A inverse agonists in luminescence cell assay, primary screen, counter-screen for OPRM1-OPRD1 heterodimer inverse agonist project, full-deck HTS; 5-hydroxytryptamine receptor 5A (Homo sapiens), P47898; HTR5A cell line, inverse agonism; inhibition, % at 9.3 µM; hit rate 0.083% among 340,000; AID 504634, 2011; in the data active = inhibition mostly above about 23%, no sharp cut-off; inactive = mostly below about 18%;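 note: 0% = cells with DMSO and 100% = no-cell wells with DMSO; some compounds called inactive have numbers as strong as hits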
PKA-R2B act: activators of PKA-R2B holoenzyme, primary screen, biochemical, fluorescence polarization, Cy5-IP20, human; PKA-R2B holoenzyme dissociation; R2B truncated from residue 108, S112A mutant; 0% DMSO only, 100% 113 µM cGMP; activation, % at 11.4 µM; hit rate 0.079% among 340,000; AID 504700, 2011;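 active = activation above a cutoff set at the mean over all compounds plus 3 SD, cut at about 18% in these data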;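 note: higher means more holoenzyme dissociation and a rise in polarization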
PKA-R1A activ: activators of PKA-R1A holoenzyme, primary screen, biochemical, fluorescence polarization, Cy5-IP20, bovine R1A, mouse PKAc. cAMP-dependent protein kinase type I-alpha regulatory subunit (Bos taurus) + …. AID 504707, 2011. activation, % at 11.4 µM. PKA-R1A dissociation; scaled: DMSO 0%, 113 µM cGMP 100%. hit rate 0.083% among 340,000;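 active = percent activation above the mean of all tested compounds plus 3 SD, cut at about 19% in these data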;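 note: higher means more PKAc released from R1A so a rise in polarization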
V-ATPase pHluor: regulators of yeast V-ATPase proton pumping, primary screen, pHLuorin cytosolic pH fluorescence. hit rate 0.37% among 350,000. S. cerevisiae. response, % at 10 µM. AID 504577, 2011; in the data active = response mostly above about 7.3%, no sharp cut-off; inactive = mostly below about 5.4%; note: actives read high; inactives centre near 0; some compounds called inactive have numbers as strong as hits; reference of the scale not given here
* hit, by the source's call; . = no result given.

SMILES | OPRM1-OPRD1 ag | HTR5A ag | DSG3 Ab inh | OPRM1-OPRD1 inv | Arrestin-AP2 inh | DAGLB inhibitor | HTR5A inv ag | PKA-R2B act | PKA-R1A activ | V-ATPase pHluor
COc1nnc(-c2ccc(N3CCCCC3)c(NC(=O)C3CCCCC3)c2)c2ccccc12 | -3.3 | -1 | 100 | 16 | -3 | -1 | 1 | 0 | 10 | 1
OCCNc1nc(-c2ccccc2)c2ccccc2n1 | -3.0 | 3 | 109 | 15 | 6 | -1 | -6 | 6 | -4 | -7
CC(C)NC(=O)N(Cc1ccc(Cl)cc1)Cc1cccs1 | -1.6 | 0 | . | 8 | 10 | -1 | 12 | -9 | -2 | 2
Cc1nc(CN(C)C(=O)c2cc(COc3ccc4ncccc4c3)on2)cs1 | 0.6 | 3 | 100 | -3 | -19 | 2 | -7 | 11 | 2 | 7
CCCC(=O)Nc1sc(C(=O)OC)c(C)c1C(N)=O | -1.5 | 5 | 103 | 9 | 10 | 1 | -12 | -4 | -1 | -2
O=C(NC(=S)NNC(=O)c1ccccc1O)c1ccco1 | -1.4 | 9 | 114 | 7 | 8 | 5 | -10 | -2 | -7 | 8
Cc1c(C)n(C(=O)CN2CCC(C(N)=O)CC2)c2ccccc12 | -2.5 | 3 | 98 | 11 | 0 | 0 | 2 | -3 | -2 | -4
COc1cc(CCC(=O)OCC(=O)Nc2c(C)cc(C)cc2C)cc(OC)c1OC | -2.3 | -3 | 99 | 12 | 4 | 1 | -8 | -6 | 3 | 4
Cc1ccc(NNC(=O)c2c(C)noc2C)cc1Cl | -8.4 | 0 | . | 41* | -4 | 1 | 3 | -7 | 5 | 0
Cc1ccc(OCC(=O)N/N=C/c2cccn2C)cc1 | -0.6 | 2 | 110 | 3 | -5 | -1 | -31 | -8 | -12 | 2
O=C(Cc1c[nH]c2ccccc12)N[C@@H](Cc1c[nH]c2ccccc12)C(=O)O | -4.7 | -5 | 110 | 21 | -5 | 2 | 18 | 2 | -6 | 1
O=C(CN1C(=O)c2ccccc2S1(=O)=O)N1CCc2ccccc2C1 | -3.4 | -2 | 112 | 14 | 23 | -2 | 11 | -5 | -11 | 1
COc1ccccc1CC(=O)N1CCCC(CCC(=O)NCc2ccccc2F)C1 (configuration not stated) | -1.6 | -3 | 102 | 9 | 18 | -1 | -7 | -2 | 1 | 0
Fc1ccc(NCc2cn3ccccc3n2)cc1 | 0.9 | -5 | 97 | -4 | 0 | -2 | 12 | -1 | 5 | -2
COc1ccccc1/C(C)=N/NC(=S)NCc1ccccc1 | 1.1 | 3 | 104 | -5 | -19 | -4 | 24 | -1 | 2 | -1
CN1CCCC(OC(=O)c2cccc(Br)c2)C1 (configuration not stated) | -2.0 | 2 | 110 | 10 | -3 | 0 | -6 | -6 | -4 | 0
O=C(O)C1CC=CCC1C(=O)NCCCN1CCCC1=O (configuration not stated) | -2.6 | -1 | . | 15 | 40 | -2 | 5 | 3 | -16 | -3
COc1ccc(OC2CCN(S(=O)(=O)c3ccccc3)CC2)cc1 | -1.9 | -3 | 91 | 11 | -27 | -3 | 12 | 17 | -2 | -1
CCOc1ccc(NC(=O)Cc2ccccc2)c([N+](=O)[O-])c1 | 0.4 | 3 | 105 | -2 | 5 | -8 | -12 | -7 | 2 | 2
Cc1ccc(C(=O)Nc2cccc(S(=O)(=O)N3CCOCC3)c2)cc1[N+](=O)[O-] | -2.3 | 2 | 95 | 12 | 9 | -1 | -6 | -13 | -21 | -2
CC(/C=C/c1ccccc1)=N/O | -0.8 | -2 | 97 | 5 | 9 | -3 | 19 | -3 | 5 | -3
O=C(CN1C(=O)c2ccccc2C1=O)NC1CCC(O)CC1 (configuration not stated) | -4.3 | 3 | 99 | 17 | -7 | 1 | 4 | -3 | 6 | 1
c1ccc(-c2nc(NCCCn3ccnc3)c3ccccc3n2)cc1 | -0.7 | 2 | 112 | 3 | 1 | -1 | 2 | -10 | -5 | 7
Cc1ccc(-c2nn(C)c(=O)c3ccccc23)cc1CNS(C)(=O)=O | 1.2 | -2 | 105 | -7 | 1 | 3 | 3 | -11 | 0 | -3
COc1ccc(/C=C2\CCCC3C2=NN(C(=O)c2scnc2C)C3c2ccc(OC)cc2)cc1 (configuration not stated) | -1.4 | 0 | 96 | 8 | 1 | -3 | 28 | -1 | 14 | -1
CN1CCN(CCOc2cccc(Cl)c2)CC1 | -1.9 | 5 | . | 12 | -16 | -1 | -14 | -4 | 0 | 2
CCOc1ccccc1N(CC(=O)Nc1ccccc1C(=O)O)S(C)(=O)=O | -1.1 | -1 | . | 6 | -3 | 1 | 5 | -23 | 6 | -3
Cc1nc2c3cc(F)ccc3n(Cc3ccc(F)cc3)c2s1 | 0.9 | -2 | 89 | -4 | 17 | -4 | -10 | -10 | -9 | 2
CN(C(=O)CSc1ncnc2sccc12)C1CCS(=O)(=O)C1 (configuration not stated) | -2.5 | 5 | . | 10 | -9 | -2 | -13 | 2 | -12 | 0
O=C(CNc1ccccc1)N/N=C/c1c[nH]c2ccccc12 | -1.1 | 13* | 97 | 5 | 18 | 2 | -30 | -2 | 9 | -2
Cc1ccc(SCC(=O)Nc2ccc(N3CCN(C)CC3)c(F)c2)cc1 | -3.2 | -5 | 98 | 16 | 4 | -1 | -28 | -10 | -6 | 0
O=C(NCc1cccnc1)c1ccccc1-c1nc(-c2ccccc2)no1 | -1.2 | 3 | 106 | 9 | -1 | -2 | -9 | -17 | -6 | 0
COc1ccc(S(=O)(=O)N2CCOCC2)cc1NC(=O)COc1ccc2ccc(=O)oc2c1 | 0.2 | 2 | 127 | -1 | 6 | 0 | -7 | -5 | -3 | -2
COC(=O)CCN1CCN(S(=O)(=O)c2ccc3c(c2)OCCO3)CC1 | -2.6 | 11 | . | 10 | -13 | -2 | -28 | -7 | 1 | -2
COc1ccc(Cn2nnnc2C(c2ccc(N(C)C)cc2)N2CCC(C)CC2)cc1 (configuration not stated) | 3.5 | 3 | . | -15 | -3 | -10 | -7 | -3 | -8 | 4
CCSc1nc2nn(-c3ccccc3)c(=O)c-2c2n1CCCCC2 | -2.7 | -3 | 104 | 14 | -1 | 4 | 9 | -9 | -1 | -1
COc1ccc(CCNC(=O)c2cc([N+](=O)[O-])ccc2N2CCOCC2)cc1 | -1.1 | -2 | 100 | 7 | 40 | 6 | 7 | 4 | 1 | 4
O=S(=O)(Nc1ccc(Cc2ccncc2)cc1)c1cccs1 | 3.5 | 5 | 93 | -22 | 7 | 1 | -12 | -14 | -7 | -3
C[C@H](NC(=O)[C@@H]1Cc2ccccc2CN1C(=O)OC(C)(C)C)C(=O)NCC1CCCO1 (some centres not stated) | -1.5 | -7 | 104 | 7 | -4 | -2 | 2 | -1 | 4 | 7
C=CCNC(=O)c1ccc2nc(Cc3ccc(OC)cc3)oc2c1 | 0.3 | 1 | 120 | -2 | 7 | 0 | -3 | -7 | -12 | -2
Cc1nc(SCC(=O)c2ccc(Cl)cc2)c([N+](=O)[O-])[nH]1 | -2.2 | -3 | 104 | 11 | 2 | 1 | 8 | 4 | 12 | -4
CN(C)CCOC(=O)C12CC3(C)CC(C)(CC(C)(C3)C1)C2 | 4.3 | 7 | 100 | -25 | 7 | 0 | -3 | 0 | -6 | -5
Nc1ncn(CC(=O)c2ccccc2)n1 | -2.1 | 5 | 97 | 11 | 39 | 0 | -12 | 0 | -7 | 1
COc1c(Cl)cc(C(=O)NN)cc1Cl | 0.5 | 2 | 107 | -2 | 6 | -11 | -1 | -6 | -4 | -2
COc1ccc(C(=O)N(Cc2ccccc2)Cc2cc3cc4c(cc3[nH]c2=O)OCCO4)cc1 | 0.0 | 2 | 101 | 0 | 4 | -1 | -4 | -1 | -8 | 4
Cc1ccc(CNC(=O)c2ccc3c(c2)NC(=O)C(N2CCOCC2)S3)cc1 (configuration not stated) | -2.5 | 3 | 86 | 13 | 3 | 3 | -7 | -11 | -14 | -1
Cc1cccc(C(=O)O/N=C(\c2ccccc2)c2cccnc2)c1 | -1.5 | -4 | 88 | 9 | 28 | -6 | 26 | -14 | -7 | -3
CNC(=S)/N=C/NOCc1ccc(Cl)cc1Cl | 2.0 | 5 | 109 | -12 | 0 | -5 | -13 | -6 | -14 | 0
CCOC(=O)Cc1csc(NC(=O)/C=C\c2ccccc2)n1 | -3.1 | -1 | 88 | 16 | -1 | -1 | 7 | 11 | 2 | -3
C=CCN1C(=O)CN=C1Nc1cc(C)ccc1C | -1.0 | 0 | 90 | 6 | 6 | 1 | 17 | -6 | -3 | 5
CCN1C[C@@H]2[C@@H]3C(=O)N(Cc4ccccc4)C(=O)[C@@H]3[C@](CC)(C1=O)N2C(=O)c1ccc(Cl)c(Cl)c1 | 1.0 | -2 | 104 | -6 | 0 | 0 | -22 | 2 | 2 | 0
O=C(c1ccccc1Sc1ccc([N+](=O)[O-])cc1Cl)N1CCOCC1 | -0.5 | 2 | 89 | 3 | 0 | 1 | -18 | 4 | -6 | -2
CN(C)C(=O)c1ccccc1Sc1cc(Cl)ccc1Cl | -2.1 | -4 | 111 | 9 | 7 | -1 | -6 | -7 | -10 | 1
Cc1cc(NC(=O)CSc2nnc(C3CC3)n2-c2ccccc2)no1 | -4.0 | 8 | 88 | 20 | -8 | 1 | 0 | -6 | 3 | 2
O=Nc1c(-c2ccccc2)n(O)[n+]([O-])c1-c1ccccc1 | . | . | 107 | . | . | -4 | . | -5 | -1 | 1
O=C(CCCN1C(=O)S/C(=C/C=C/c2ccccc2)C1=O)Nc1ccc(C(=O)O)cc1 | -2.6 | -4 | 108 | 14 | -1 | 5 | -16 | 1 | 5 | 1
CC(=O)N1CCC(=NNc2ncc(C(F)(F)F)cc2Cl)CC1 | -0.9 | -1 | 100 | 4 | -1 | -5 | 3 | 0 | -6 | 4
